PG9 binder = binders of HIV-1 gp120 antibody PG9, primary screen, biochemical, TR-FRET; AID 624416, 2012; actives 0.43% (n = 360,000); HIV-1 gp120 / PG9 antibody interaction; inhibition, % at 6.7 µM; TR-FRET gp120-PG9 antibody binding; in the data active = inhibition above about 8.5%
DAX1 inh-1 = DAX1 (NR0B1) inhibitors, primary screen, cell-based, HEK293, Gal4-DAX1, luciferase luminescence; HEK293 Gal4-DAX1 luciferase reporter; inhibition, % at 6.75 µM; actives 0.99% (n = 340,000); AID 504766, 2011;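 active = inhibition above the mean over all tested compounds plus 3 SD, cut at about 4.2% in these data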;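 note: 0% = DAX1-transfected cells with DMSO and 100% = empty-vector control cells with DMSO; inhibition shows as a rise in luminescence from relieved DAX1 repression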
GAA850 FXN act = FXN promoter activators, primary screen, cell-based, luciferase luminescence, HEK293 lucGAA850 | activation, % at 6 µM | actives 0.56% (n = 360,000) | HEK293 lucGAA850 FXN promoter luciferase reporter, 24 h; percent of 10 µM SAHA response;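 active = activation above the average of all compounds screened plus 3 SD, cutoff fixed separately per campaign, cut at about 7.5% in these data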;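 note: 0% = DMSO wells and 100% = 10 µM SAHA wells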
GC-A act = GC-A stimulated cGMP production enhancers – HEK293 GC-A cells, cGMP TR-FRET, EC30 ANP, primary screen. Atrial natriuretic peptide receptor 1 (Homo sapiens), P16066. 0% at EC30 ANP, 100% saturating ANP. activation, % at 10 µM. actives 0.14% (n = 370,000); in the data active = activation above about 40%
Target sequence (P16066 whole entry, looked up): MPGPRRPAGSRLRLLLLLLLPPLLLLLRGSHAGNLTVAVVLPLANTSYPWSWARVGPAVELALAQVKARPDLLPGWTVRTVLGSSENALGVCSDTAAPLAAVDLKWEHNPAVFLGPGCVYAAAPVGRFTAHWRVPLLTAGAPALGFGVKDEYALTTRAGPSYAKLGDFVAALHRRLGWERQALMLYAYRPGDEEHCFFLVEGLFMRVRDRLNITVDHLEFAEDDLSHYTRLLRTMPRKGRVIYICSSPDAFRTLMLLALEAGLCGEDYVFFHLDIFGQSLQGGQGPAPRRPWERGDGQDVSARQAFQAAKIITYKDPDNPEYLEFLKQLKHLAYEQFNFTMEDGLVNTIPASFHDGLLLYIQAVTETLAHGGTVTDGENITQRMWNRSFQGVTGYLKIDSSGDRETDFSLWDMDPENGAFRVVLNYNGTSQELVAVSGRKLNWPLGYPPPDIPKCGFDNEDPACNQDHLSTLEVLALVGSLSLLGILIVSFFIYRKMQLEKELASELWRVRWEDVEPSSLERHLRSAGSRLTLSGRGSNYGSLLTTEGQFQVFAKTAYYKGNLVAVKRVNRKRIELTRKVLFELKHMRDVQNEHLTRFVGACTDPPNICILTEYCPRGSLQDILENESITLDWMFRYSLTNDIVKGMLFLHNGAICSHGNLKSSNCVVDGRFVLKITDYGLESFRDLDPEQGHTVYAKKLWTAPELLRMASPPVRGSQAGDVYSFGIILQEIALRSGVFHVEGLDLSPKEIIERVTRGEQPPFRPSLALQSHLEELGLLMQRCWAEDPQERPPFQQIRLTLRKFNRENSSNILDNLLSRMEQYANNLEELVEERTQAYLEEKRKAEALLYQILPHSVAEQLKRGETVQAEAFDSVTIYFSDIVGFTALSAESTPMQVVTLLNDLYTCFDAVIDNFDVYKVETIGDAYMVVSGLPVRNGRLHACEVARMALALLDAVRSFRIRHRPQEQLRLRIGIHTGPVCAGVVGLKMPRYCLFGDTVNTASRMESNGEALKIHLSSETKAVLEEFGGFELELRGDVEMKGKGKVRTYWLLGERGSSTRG
hgDAF-12 ag = H. glycines DAF-12 receptor agonists, primary screen, cell-based, luminescence, HEK293, GAL4 fusion, UAS-luciferase; Nuclear hormone receptor DAF-12 (Heterodera glycines), GAL4 fusion; HEK293 GAL4-hgDAF12 UAS-luciferase reporter, agonist luminescence; normalized to butyrate control; activation, % at 6.8 µM; actives 1.8% (n = 370,000); AID 687014, 2013;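 active = activation above a cutoff set at the mean of all screened compounds plus 3 SD, cut at about 10% in these data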;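 note: 0% = DMSO wells and 100% = sodium butyrate wells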
ADAM10 inh = human ADAM10 inhibitors, primary screen, biochemical, QFRET, HTS; recombinant ADAM10, EDANS/DABCYL FRET peptide cleavage, 3 h; inhibition, % at 7 µM; actives 0.62% (n = 370,000); AID 720582, 2013;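 active = inhibition above a per-campaign cutoff equal to the mean of compounds falling between control-based bounds plus 3 SD, cut at about 20% in these data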;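 note: 0% = DMSO wells while the 100% control is not disclosed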
ADAM17 inh = ADAM17 inhibitors, primary screen, biochemical, QFRET; AID 720648, 2013; inhibition, % at 6.95 µM; actives 0.83% (n = 370,000); recombinant ADAM17, EDANS/DABCYL FRET peptide cleavage;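 active = inhibition above the mean of compounds lying between control limits plus 3 SD, set per campaign, cut at about 8.5% in these data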;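 note: 0% = DMSO-only wells as the low control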
DAX1 inh-2 = DAX1 (NR0B1) inhibitors on StAR promoter, primary screen, cell-based, luminescence, SF-1 (NR5A1), full-length DAX-1 | HEK293T StAR-luciferase reporter, SF-1/DAX-1 repression relief | inhibition, % at 6.8 µM | actives 1.1% (n = 370,000) | AID 652010, 2013;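 active = inhibition above the mean over all tested compounds plus 3 SD, cut at about 3.6% in these data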;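 note: 0% = DAX-1 cells with DMSO and 100% = cells lacking DAX-1 with DMSO; higher inhibition means more luminescence from relief of DAX-1 repression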
SMARCA2 activ = SMARCA2 (BRM) function activators, primary screen, cell-based, luminescence, high throughput; activation, % at 9.1 µM; AID 652017, 2013; actives 1% (n = 370,000); MG213 cells, MMTV-luciferase reporter, dexamethasone, overnight; in the data active = activation above about 7.8%;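 note: 0% = vehicle wells and 100% = reference activator wells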
ssDAF12 agonist = S. stercoralis DAF-12 nuclear receptor activators, primary screen, cell-based, luminescence, HEK293, GRIP1 co-expression, lit1-tk-luc | Nuclear hormone receptor DAF-12 (Strongyloides stercoralis) | HEK293 ssDAF-12/GRIP1 lit1-tk-luc reporter; % of 3 µM dafachronic acid response | activation, % at 6.8 µM | actives 1% (n = 370,000);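 active = activation above the mean over all tested compounds plus 3 SD, cut at about 0.9% in these data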;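 note: 0% = DMSO-only wells and 100% = 3 µM delta7-dafachronic acid wells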
hcDAF12 agonist = H. contortus DAF-12 nuclear receptor activators, primary screen, cell-based, luminescence, HEK293, lit1-tk-luc reporter | HEK293 hcDAF-12 lit1-tk-luc reporter; 0% DMSO, 100% Δ7-dafachronic acid | activation, % at 6.8 µM | actives 1.4% (n = 370,000);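 active = activation above the mean of all tested compounds plus 3 SD, cut at about 5.5% in these data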;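 note: 100% = response to 3 µM Δ7-dafachronic acid high control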
Starred values were filed as active, the others as inactive; nt = no result given.

Compound	PG9 binder	DAX1 inh-1	GAA850 FXN act	GC-A act	hgDAF-12 ag	ADAM10 inh	ADAM17 inh	DAX1 inh-2	SMARCA2 activ	ssDAF12 agonist	hcDAF12 agonist
COCCN1C[C@@H](CO)O[C@@H](n2cnc3c(NCCN(C)C)ncnc32)C1	0.6	nt	0.0	2	-1.2	3	-1	0.6	-4	-0.1	-0.2
Nc1nc(CSc2nnnn2-c2ccc(F)c(Cl)c2)nc(N2CCOCC2)n1	0.1	0.2	4.2	1	-1.5	4	-3	-0.1	-2	-0.8	-1.1
CC1CCCN(C(=O)C2CCC(CNc3c(N4CCCCC4)c(=O)c3=O)CC2)C1 (stereo not drawn)	-1.0	1.5	0.7	0	0.1	-7	-4	-0.1	-3	-1.7	-0.5
CCC[C@H]1[C@@H](NC(=O)c2cccc(C(F)(F)F)c2)CC[C@@]23CCCN2C(=O)CCC[C@@H]13	nt	nt	nt	-17	-0.9	-7	-6	nt	nt	-1.3	-1.5
COC(=O)C(COC(=O)c1c(F)cccc1F)NC(=O)c1c(F)cccc1F (stereo not drawn)	0.8	0.7	4.9	-6	-0.7	-2	1	0.8	8	-2.0	-2.4
CCOC(=O)Cc1c(C)nc2c(-c3ccccc3)c[nH]n2c1=O	-2.8	0.1	1.0	2	-0.6	-255	-83	0.0	-2	-1.1	0.2
CC(=O)Nc1ccc(S(=O)(=O)Oc2ccccc2N2CCCCC2)cc1	-1.8	0.1	-0.8	-8	-2.0	23*	8	-0.3	2	-2.0	-1.9
CCOC(=O)CSc1nc(N2CCOCC2)c2c(c1C#N)CC(C(C)C)OC2 (stereo not drawn)	-1.5	-1.0	3.0	-5	1.3	-8	-2	0.0	0	-1.1	-0.2
COc1nc(NC(=O)c2ccc(F)cc2)nc(OC)c1-c1ccccc1	-1.6	-2.3	-0.7	1	0.7	3	2	-0.2	0	-1.4	-2.7
O=C(C[C@@H]1C/C=C\C[C@@H](Cc2ccc(F)cc2)C(=O)OC[C@H]2CCCN2C1=O)N[C@H](CO)Cc1ccccc1	1.8	1.3	-1.3	3	-3.0	-9	-3	-1.5	0	-0.6	0.1
CC(=O)Nc1ccc(C(=O)Nc2cccc(S(=O)(=O)N(C)c3ccccc3)c2)cc1	4.3	-0.4	0.1	-4	-0.9	6	3	-3.5	1	-1.6	-2.5
COCCN(Cc1ccc(C)cc1)C(=O)[C@H]1O[C@@H](n2ccc(N)nc2=O)[C@H](O)[C@@H]1O	-0.2	nt	nt	7	2.4	4	-2	-0.1	-2	-1.0	1.1
Cc1cc(=O)nc2c3ccccc3n(C(C)C(=O)Nc3c(F)c(F)c(F)c(F)c3F)n12 (stereo not drawn)	3.9	-0.2	-2.4	-7	-2.9	-12	-7	-0.5	-3	-1.1	1.3
C/C(=N\NC(=O)c1cc(Cl)ccc1O)c1ccc(Br)s1	-0.7	0.5	3.5	0	3.4	-3	2	1.6	6	-0.6	0.2
O=C(O)c1cc(N/N=C/c2cccnc2)ccc1Cl	-4.9	0.1	3.1	-4	3.8	5	-4	0.8	7	-1.4	0.2
CCC(=NCc1ccccc1)C1=C(O)C(C(=O)OC)C(C)(C)CC1=O (stereo not drawn)	-2.6	1.3	-3.2	-1	0.8	4	-5	0.8	3	-0.8	-1.9
COc1cc(F)c(C2=CC(=O)CC(C)(C)C2)cc1F	-0.4	0.6	-1.0	0	2.1	1	-5	-0.6	2	-1.5	-0.5
Cn1c(C2=C(O)CN(Cc3ccccc3)C2=N)[n+](C)c2ccccc21	1.0	-0.5	1.2	0	-1.8	0	-3	0.6	7	-0.9	-1.7
O=C(Nc1cccc(S(=O)(=O)N2CCCCCC2)c1)C1=COCCO1	-0.9	0.8	1.6	-1	-1.6	2	5	0.8	-1	-1.6	-0.4
N/C(=N\OC(=O)c1cccc(Cn2cc(C(F)(F)F)ccc2=O)c1)c1ccccc1	0.6	0.8	0.5	4	-0.2	8	1	-0.3	-5	-2.0	-2.2

ADAM10 inh: hit marks shown above
SMILES | PG9 binder | DAX1 inh-1 | GAA850 FXN act | GC-A act | ADAM10 inh | ADAM17 inh | DAX1 inh-2 | SMARCA2 activ | ssDAF12 agonist | hcDAF12 agonist
CC(=O)Nc1ccc(S(=O)(=O)Oc2ccccc2N2CCCCC2)cc1 | -1.8 | 0.1 | -0.8 | -8 | 23* | 8 | -0.3 | 2 | -2.0 | -1.9

Part of the list above, showing only SMARCA2 activ.
SMILES | SMARCA2 activ
CC(=O)Nc1ccc(S(=O)(=O)Oc2ccccc2N2CCCCC2)cc1 | 2
CCOC(=O)CSc1nc(N2CCOCC2)c2c(c1C#N)CC(C(C)C)OC2 (stereo not drawn) | 0
COc1nc(NC(=O)c2ccc(F)cc2)nc(OC)c1-c1ccccc1 | 0
O=C(C[C@@H]1C/C=C\C[C@@H](Cc2ccc(F)cc2)C(=O)OC[C@H]2CCCN2C1=O)N[C@H](CO)Cc1ccccc1 | 0

Following part.
Compound	PG9 binder	DAX1 inh-1	GAA850 FXN act	GC-A act	hgDAF-12 ag	ADAM10 inh	ADAM17 inh	DAX1 inh-2	SMARCA2 activ	ssDAF12 agonist	hcDAF12 agonist
COc1ccc(C2C(C#N)=C(N)Oc3n[nH]c(C)c32)cc1Cn1nnc2ccccc21 (stereo not drawn)	0.4	0.4	1.9	-5	-2.8	-9	-1	-1.1	-3	-1.7	0.2
Cc1c(Cl)cccc1NC(=O)CNC(=O)c1ccccc1F	0.1	-0.6	-0.8	1	-0.4	-6	0	-0.3	2	-1.3	-2.9
Cc1cccc(NC(=S)NC(=O)c2ccc(-c3ccccc3)cc2)n1	-1.7	1.3	5.1	2	9.8	-4	-1	0.7	11*	-0.4	1.8
O=C(NC12CC3CC(CC(C3)C1)C2)c1cc(F)c(F)c(F)c1F	-1.6	-0.1	0.4	3	-1.2	-1	-2	0.3	-2	-1.5	0.9
COc1ccc(NC(=O)CSc2nccn2C)cc1S(N)(=O)=O	-1.8	0.5	-1.7	6	-0.2	-4	-4	-0.4	3	-0.9	0.0
CCn1c(C(=O)NCCCc2ccccc2)cc2sccc21	0.9	0.0	3.1	8	-1.5	3	5	-1.0	-1	-1.6	-0.8
COc1ccc(-c2cc(C(F)(F)F)nc(N)n2)cc1	-0.2	0.8	6.2	2	3.9	-210	-77	0.5	0	-1.4	0.0
COc1ccc(CNC(=O)Cn2ccc(NC(=O)OCc3ccccc3)nc2=O)cc1	0.4	0.5	1.2	2	0.0	-10	0	-0.1	3	-1.2	-0.7
COc1ccc(/C=C2\Oc3cc(OCC(=O)N4CCC(C(=O)O)CC4)ccc3C2=O)c(OC)c1OC	-4.0	0.1	-1.5	6	2.1	-23	1	-0.4	1	-1.0	-1.9
Cc1nnc(NC(=O)C(c2ccccc2)c2ccccc2)s1	-2.3	1.9	-0.7	-1	0.0	9	2	-0.1	-1	-1.2	-1.5
O[C@@H]1C[C@H](c2ccc(Cl)cc2)N(Cc2cccs2)C[C@H]1n1cc(-c2ccc(F)cc2)nn1	-2.6	1.4	0.3	0	0.4	-8	-2	-0.5	-5	-0.8	1.6
CCOC(=O)c1nn(-c2ccc(C)c(C)c2)c(=O)c(C#N)c1C	2.0	-2.2	0.7	-4	-2.2	-9	-8	0.1	-3	-1.4	-0.5
O=C(COC(=O)Cc1n[nH]c(=O)c2ccccc12)Nc1c(Cl)cccc1C(F)(F)F	-1.8	0.3	2.0	-1	-0.6	-8	-5	1.6	-1	-0.7	-0.7
COc1ccc(C(=O)N2CCCC(c3ccccc3)C2)cc1 (stereo not drawn)	0.6	-1.7	0.6	-2	2.3	0	-4	-0.8	4	-1.4	-1.0
CSc1ccc(CNc2ccccn2)cc1	-0.4	0.5	4.5	-4	5.2	-7	-2	1.0	1	-0.8	0.2
COc1ccc(C(=O)CCc2ccc(OC)c(OC)c2)cc1	1.1	-0.8	2.1	4	-4.5	2	4	-0.9	-3	-1.0	-2.6
CSc1ccc(CN2CCC2(C)C(=O)Nc2ccc3c(c2)OCO3)cc1 (stereo not drawn)	1.8	nt	1.2	2	-1.2	0	-1	0.3	-3	-0.5	-0.2
CCc1ccc(NC(=O)C2CC=CCC2C(=O)O)cc1 (stereo not drawn)	1.0	-0.5	0.3	0	0.9	-3	-6	0.1	0	0.0	-1.1
COC(=O)c1sccc1NC(=O)CSc1ccccc1NS(=O)(=O)c1ccc(F)cc1	-3.5	0.3	-1.8	-3	-2.8	9	5	0.0	-1	0.4	0.8
CSc1nnc(C)c(=O)n1COC(=O)/C=C/c1ccc2c(c1)OCO2	-0.3	1.4	0.9	-5	0.6	-77	-27	-0.3	-1	-0.7	-0.2

Following part.
Compound	PG9 binder	DAX1 inh-1	GAA850 FXN act	GC-A act	hgDAF-12 ag	ADAM10 inh	ADAM17 inh	DAX1 inh-2	SMARCA2 activ	ssDAF12 agonist	hcDAF12 agonist
O=C(CSc1nc2c(sc3ccccc32)c(=O)n1CCc1ccccc1)NCc1ccco1	-0.5	1.4	3.2	-3	3.2	13	2	0.9	-3	-1.3	-0.6
CC(=O)c1cc2c(cc1N/C(=N/S(=O)(=O)c1ccc(C)cc1)c1ccc(Cl)cc1)OCO2	-2.1	0.5	3.5	-4	-1.5	3	5	0.6	0	-0.5	2.5
CN(C)S(=O)(=O)c1cccc(NC(=O)COC(=O)[C@H](Cc2ccccc2)NC(=O)c2ccco2)c1	0.1	0.0	-0.2	-5	4.8	-12	-2	1.7	-1	-1.9	1.5
Cc1ccc2nc(NC(=O)C3CCN(C(=O)c4ccc(F)cc4)CC3)sc2c1	-3.2	-0.8	1.6	-7	-0.3	-10	-3	-2.2	-2	-0.2	-2.4
Cc1c(Cl)cccc1NC(=O)[C@@]1(CC(=O)O)CC(/C=C/c2ccccc2)=NO1	-1.1	1.1	-1.3	-1	-3.3	-1	0	-0.1	1	-1.2	-0.3
COc1ccc(CCNC(=O)C(=O)NCC2OCCN2C(=O)c2ccc(Cl)cc2)cc1 (stereo not drawn)	-0.2	0.5	2.5	-2	-3.0	-3	5	-2.1	-3	-1.2	-1.6

Not a hit list; overall some 6.8% were active at least once.
